# Bioassay records as filed in PubChem BioAssay.
# ANO1 activ = mouse TMEM16A channel activation, primary screen. HEK293 TMEM16A/YFP-H148Q/I152L, iodide quench fluorescence; active compounds read low. B-score at 10 µM. actives 0.3% (n = 340,000);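 active = fluorescence-ratio B-score plate-corrected deviation score at least 3 library SD below zero, with starting fluorescence score within 5 deviations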;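 note: channel opened by trigger with iodide after compound preincubation; score built on the fluorescence ratio of max minus min over baseline; more negative score means more quench and so TMEM16A activation or potentiation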
# TRPC6 activator = activators of mouse TRPC6 channel. Q61143. HEK293-TRPC6 membrane potential dye fluorescence; active compounds read high. B-score at 10 µM. actives 0.13% (n = 310,000). AID 2550;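 active = B-score of the integrated fluorescence ratio above library mean plus 3 SD, and starting fluorescence ratio within library mean plus 5 SD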;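 note: higher score means more depolarization so channel activation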
# TRPC4 potent = allosteric potentiators of mouse TRPC4 channel | Q9QUQ5 | HEK293 TRPC4beta/mu-opioid, DAMGO EC20, Fluo-4 Ca2+ flux; active compounds read high | B-score at 10 µM | actives 0.42% (n = 310,000) | AID 2227;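 active = B-score of calcium response area above 5 SD of library B-scores, with initial fluorescence ratio within 5 SD of library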;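 note: B-score of integrated fluorescence ratio over time as area under calcium response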
# TRPC6 inh = inhibitors of mouse TRPC6 channel; HEK293-TRPC6, membrane potential dye, ACh-evoked depolarization; active compounds read low; actives 1.1% (n = 310,000); B-score at 10 µM;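 active = B-score under library mean minus 3 SD, initial fluorescence not abnormally high, positive integrated signal ratio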;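 note: B-score derived from integrated fluorescence ratio over the kinetic read; more negative B-score means stronger inhibition of depolarization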
# SKKanGAS inh = SKKanGAS growth inhibition; inhibition, % at 7.5 µM; AID 1662; actives 1.3% (n = 300,000); S. pyogenes SKKanGAS, kanamycin growth, BacTiter-Glo, 6 h;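 active = mean replicate score, as percent of positive control median, at least 50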;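 note: strain carries kanamycin resistance gene driven by streptokinase promoter and grows in 40 µg/ml kanamycin; loss of luminescence reflects streptokinase promoter inhibition or plain growth inhibition; 0% = median of DMSO wells and 100% = positive control at its reference dose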
# TRPC4 act = activators of mouse TRPC4 channel. Q9QUQ5. HEK293 TRPC4beta/mu-opioid, Fluo4 calcium fluorescence; active compounds read high. B-score at 10 µM. actives 0.49% (n = 310,000);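 active = B-score above 5 SD of library B-scores, and initial fluorescence ratio not above library mean plus 5 SD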;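 note: positive B-score marks a calcium rise read as TRPC4 activation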
#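 Test system: HEK293 cells stably co-expressing mouse TRPC4beta and mu-opioid receptor | Schedule: Fluo4 dye loading 45 min at room temperature, 110 s recording | Measured by: Kinetic Fluo4 calcium fluorescence, 5 s baseline at 1 Hz | Evaluation: B score of integrated ratio | Controls: Buffer (low) and maximal DAMGO (high)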
# MrgX1 antag = antagonists of human MrgX1 receptor; MRGX1-HEK293 calcium flux, Fluo-4, BAM8-22 antagonism; active compounds read low; Q96LB2; B-score at 10 µM; actives 1.3% (n = 310,000);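 active = calcium-response B-score plate-corrected more than 3 library SD below zero, starting fluorescence within 5 deviations, no agonist response on first addition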;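 note: peak minus trough fluorescence over baseline after final BAM8-22 challenge near maximal dose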
# Target sequence (Q96LB2 whole entry, looked up): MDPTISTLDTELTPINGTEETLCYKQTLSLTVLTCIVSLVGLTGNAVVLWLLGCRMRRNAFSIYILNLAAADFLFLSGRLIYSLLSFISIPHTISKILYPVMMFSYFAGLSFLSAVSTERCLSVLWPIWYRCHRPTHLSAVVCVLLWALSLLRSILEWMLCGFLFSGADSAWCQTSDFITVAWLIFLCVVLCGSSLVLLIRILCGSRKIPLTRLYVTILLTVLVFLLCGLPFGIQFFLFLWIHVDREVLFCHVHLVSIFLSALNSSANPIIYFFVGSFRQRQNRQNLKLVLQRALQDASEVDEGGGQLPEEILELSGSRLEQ
# MrgX1 ag = activates human MrgX1 receptor signaling; B-score at 10 µM; MrgX1-HEK293 cells, Fluo-4 calcium fluorescence, agonist mode; active compounds read high; AID 588627; actives 0.44% (n = 310,000);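 active = calcium response B-score plate-corrected fluorescence ratio at least 3 library SD, with starting fluorescence B-score inside 5 SD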
#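 Assay system: stable human MrgX1 HEK293 cell line. Quantity: 15,000 cells per well. Schedule: cells plated overnight, dye loaded 0.5 h 37 °C, 0.5 h room temperature. Detection: Fluo-4 NW calcium-flux fluorescence, kinetic read. Read-out basis: peak-minus-minimum fluorescence over baseline, converted to B scores. Control set: positive and negative control wells on each plate.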
# TMEM16A inh = inhibitors of mouse TMEM16A calcium-activated chloride channel; Q8BHY3; HEK293 TMEM16A/YFP iodide influx fluorescence, ionomycin; normalized B-score (activity score, 25-100; higher = stronger inhibition) at 10 µM; actives 1.2% (n = 310,000);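 active = ratio plate-corrected score three or more library SD toward inhibition, starting fluorescence score within five deviations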;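 note: score derived from kinetic fluorescence span divided by baseline fluorescence per well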
# TRPC4 inh = blocks the mouse TRPC4 cation channel; HEK293 TRPC4beta/mu-opioid, DAMGO-evoked Fluo4 calcium flux; active compounds read low; actives 0.39% (n = 300,000); B-score at 10 µM; Q9QUQ5;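 active = B-score over 3 SD under the library average, no early fluorescence shift, positive overall ratio signal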
#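 System: stable TRPC4beta/mu-opioid receptor HEK293 cells; Dosing: single-point compound dosing; Measured by: Fluo4 Ca2+ flux fluorescence; Read-out basis: per-well B score of integrated baseline-normalized Fluo4 ratio.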
# MrgX1 PAM = allosterically activates human MrgX1 receptor signaling. MrgX1-HEK293, Fluo-4 calcium flux, FDSS; active compounds read high. AID 588675. B-score at 10 µM. actives 0.63% (n = 310,000);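 active = plate-corrected calcium response at least 3 library SD above typical, normal starting fluorescence, not activating the receptor alone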;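 note: compound read alongside a low EC10 to EC30 dose of BAM8-22 agonist; peak minus trough fluorescence over baseline measured at the second addition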
# Active calls of the source: *; i = inactive; / = not tested or not shown.
# Fields – TRPC6 activator	SKKanGAS inh	TRPC4 potent	TMEM16A inh	TRPC4 inh	MrgX1 antag	TRPC4 act	TRPC6 inh	MrgX1 ag	MrgX1 PAM	ANO1 activ
1: O=C(O)CCC(=O)N1CCN(c2nc3ccccc3s2)CC1
→ i	-3.4	20*	i	i	i	i	i	i	i	i
2: Cc1ccc(C)c(NC(=O)CN(C)C(=O)C2CCN(C(=O)Nc3ccccc3)CC2)c1
→ i	-7.6	i	i	i	i	i	i	i	i	i
3: CCOC(=O)c1c(S(=O)(=O)NCC(=O)Nc2cccc(C)n2)c(C)n(C)c1C
→ i	-2.3	i	i	i	i	i	i	i	i	i
4: O=C(Cn1c(=O)n(CCCC(=O)NC2CCCC2)c(=O)c2ccccc21)NCCC1=CCCCC1
→ i	-0.1	i	i	i	i	i	i	i	i	i
5: Cc1noc(C)c1COC(=O)CCC(=O)c1ccc(F)cc1
→ i	1.5	i	i	i	i	i	i	i	i	i
6: CCCN(CCC)C(=O)Cn1c(=O)n(CCCCC(=O)NCc2ccco2)c(=O)c2ccccc21
→ i	1.0	i	i	i	i	i	i	i	i	i
7: CC(=O)Oc1c(-c2ccco2)oc2ccccc2c1=O
→ i	-1.1	i	i	i	i	i	i	i	i	i
8: O=C(O)CC1(CC(=O)Nc2cccc(C(F)(F)F)c2)CCCC1
→ i	-0.6	i	i	i	i	i	i	i	i	i
9: COc1cc(-c2[nH]nc3c2C(c2ccco2)C(C#N)=C(N)O3)cc(OC)c1OC (centres undefined)
→ i	-3.1	i	i	i	i	i	i	i	i	i
10: O=C(NC1CCCC1)c1ccc(Cl)c(S(=O)(=O)N2CCOCC2)c1
→ i	-7.3	i	i	i	i	i	i	i	i	i
11: CSCCC1(C(=O)O)NC(c2ccccc2O)C2C(=O)N(C(C)C)C(=O)C21 (centres undefined)
→ i	-0.3	i	i	i	i	i	i	i	i	i
12: O=C(Nc1ccc2nn(-c3ccccc3)nc2c1)c1ccc(Br)o1
→ i	4.4	i	i	i	i	i	i	i	i	i
13: COc1ccc(/C=N/c2c(-c3ccco3)nc3ccccn23)cc1OC
→ i	4.2	i	i	i	i	i	i	i	i	i
14: NC(=O)/C(N=Nc1ccccc1)=N/Nc1ccccc1
→ i	1.3	i	i	i	i	i	i	i	i	i
15: C=CCN(CC=C)CCCOc1ccc(C)cc1OC
→ i	2.6	i	i	i	i	i	i	i	i	i
16: CSc1ccc(C(=O)C2CCCN(C(=O)c3cc4cc(F)ccc4[nH]3)C2)cc1 (centres undefined)
→ i	8.1	i	i	i	i	i	i	i	i	i
17: COC(=O)Cn1cnc2sc(C)c(S(=O)(=O)N3CCN(c4ccccc4OC)CC3)c2c1=O
→ i	9.3	i	i	i	i	i	i	i	i	i
18: Cc1ccc(CNC(=O)CCNC(=O)N2CCn3c2nc2ccccc23)cc1
→ i	-5.1	i	i	i	i	i	i	i	i	i
19: CCCCNC(=O)c1cc2cccc([N+](=O)[O-])c2[nH]1
→ i	11.2	i	i	i	i	i	i	i	i	i
20: CCCCC1(C)OC(=O)C(=Cc2ccc(N(CC)CC)cc2)C(=O)O1 (centres undefined)
→ 35.7*	-0.7	i	i	i	i	i	i	44.1*	i	i
21: COc1ccc(C(=O)N/C(=C\c2ccc(OC)c(OC)c2)C(=O)N2CCCCC2)cc1
→ i	0.9	i	i	i	i	i	i	i	i	i
22: Clc1cccc(N/N=C(\Cc2nc3ccccc3[nH]2)c2ccccc2)c1
→ i	91.2*	i	i	i	i	i	i	i	i	i
23: Brc1cnc(N2CCCC2)nc1N1CCOCC1
→ i	-6.8	i	i	i	i	i	i	i	i	i
24: Cc1cc(C)cc(OCC(=O)Nc2nc3ccc([N+](=O)[O-])cc3s2)c1
→ i	12.4	i	100*	i	i	i	i	i	i	i
25: CCSc1nnc2ccc(-c3ccc(OC)c(OC)c3)nn12
→ i	-1.8	i	i	i	i	i	i	i	i	i
26: O=C(NCc1ccccc1)c1ccc2c(=O)n(CC3CCCO3)c(=S)[nH]c2c1 (centres undefined)
→ i	3.4	i	i	i	i	i	i	i	i	i
27: O=C(CCNS(=O)(=O)c1ccc(Br)s1)NCc1ccc2c(c1)OCO2
→ i	-19.9	i	i	i	i	i	i	i	i	i
28: CC(OC(=O)Cn1cnc2ccccc2c1=O)C(=O)N(C)c1ccccc1 (centres undefined)
→ i	-3.6	i	i	i	i	i	i	i	i	i
29: O=C(N/N=C/C=C/c1ccco1)c1ccccc1Cl
→ i	-6.7	i	i	i	i	i	i	i	i	i
30: O=[N+]([O-])c1cccc(/C=N/NC2=NCCCCC2)c1
→ i	-3.6	i	i	i	i	i	-5.08*	i	i	i
31: Cc1cccc(CCNC(=O)C2CCN(S(=O)(=O)c3cccc4nsnc34)CC2)c1
→ i	3.1	i	i	i	i	i	i	i	i	i
32: Cc1ccc(O)c(NC(=O)c2cccc(S(=O)(=O)N3CCCCC3)c2)c1
→ i	-15.5	i	i	i	i	i	i	i	i	i
33: CCCn1c(O)c(N=NC(=O)c2ccco2)c2ccccc21
→ i	-1.4	i	i	i	i	i	i	i	i	i
34: CCCCC1CCC(c2nc(-c3cccnc3)no2)CC1 (centres undefined)
→ i	15.9	i	i	i	i	i	i	i	i	i
35: COc1ccc(/C=N/N2CCN(C)CC2)cc1O
→ i	-5.0	i	i	i	i	i	i	i	i	i
36: Cc1cccc(N2CCC(NCc3c(C(=O)N4CCCCC4)nc4c(C)cccn34)CC2)c1
→ i	-3.5	i	i	i	i	i	i	i	i	i
37: CCC(=O)NC(=S)NNC(=O)c1ccc(O)cc1
→ i	13.5	i	i	i	i	i	i	i	i	i
38: COc1ccc(N(CC(=O)Nc2cccnc2)S(C)(=O)=O)cc1
→ i	2.1	i	i	i	i	i	i	i	i	i
39: Cc1ccc2c(c1)COc1c3ccc(C(=O)NCCO)cc3nn1-2
→ i	-5.5	i	i	i	i	i	i	i	i	i
40: COc1ccc(NC(=O)COC(=O)COc2cccc3c2OC(C)(C)C3)cc1
→ i	-3.6	i	i	i	i	i	i	i	i	i
41: O=C(c1cc(-c2cccs2)nc2ccccc12)N1CCN(S(=O)(=O)c2cccc(F)c2)CC1
→ i	5.6	i	i	i	i	i	i	i	i	i
42: CC(C)N1CC(C(=O)Nc2cc(Cl)cc(Cl)c2)CC1=O (centres undefined)
→ i	-2.3	i	i	i	i	i	i	i	i	i
43: COCCOC1CCN(C(=O)c2cc(COc3ccc(F)cc3F)on2)CC1
→ i	24.1	i	i	i	i	i	i	i	i	i
44: Cc1ccc2c(c1)NCC(C(=O)NCc1ccccc1)O2 (centres undefined)
→ i	-2.5	i	i	i	i	i	i	i	i	i
45: CS(=O)(=O)N(CC(=O)O)c1cc(C(F)(F)F)ccc1Cl
→ /	/	/	i	/	i	/	/	i	i	i
46: CCOC(=O)c1cnc2c(N=Nc3ccccc3)c(N)nn2c1N
→ i	0.0	i	i	i	i	i	i	i	i	i
47: CCCNC(=O)c1cccc(COCC(F)(F)F)c1
→ i	-5.2	i	i	i	i	i	i	i	i	i
48: FC(F)(F)c1cnc(N/N=C/c2ccncc2)c(Cl)c1
→ i	-5.0	i	i	i	i	i	i	i	i	i
49: COc1ccccc1CN(C)c1nnnn1-c1ccccc1
→ i	10.6	i	i	i	i	i	i	i	i	i
50: Cc1ccccc1Cn1cc(/C=N/n2cnnc2)c2ccccc21
→ i	7.5	i	i	i	i	i	i	i	i	i
51: Cc1cc(C(=O)N/N=C/c2ccc(-c3ccc([N+](=O)[O-])cc3Cl)o2)n[nH]1
→ i	6.8	i	i	i	i	i	i	i	i	i
52: COc1ccc(NC(=O)[C@@H](NC(=O)c2ccccc2F)C(C)C)cc1S(=O)(=O)N1CCOCC1
→ i	-2.7	i	i	i	i	i	i	i	i	i
53: COc1ccc(CC(=O)N2N=C(C)CC2(O)C(F)(F)F)cc1 (centres undefined)
→ i	-3.1	i	i	i	i	i	i	i	i	i
54: COC(=O)CNC(=O)c1ccccc1C
→ i	0.9	i	i	i	i	i	i	i	i	i
55: CCOC(=O)C1=C(C)N(c2ccccc2)C(=O)C1
→ i	-2.2	i	i	i	i	i	i	i	i	i
56: CCCC(C(=O)n1nc(C)cc1C)C(NS(=O)(=O)c1ccc(C)cc1)c1ccccc1 (centres undefined)
→ i	1.0	i	i	i	i	i	i	i	i	-8.83*
57: CC(=O)C1=C(O)C(=O)N(c2nccs2)C1c1ccccc1 (centres undefined)
→ i	-1.7	i	i	i	i	i	i	i	i	i
58: Cc1cccc(N(CC(=O)NCCSCc2ccco2)S(=O)(=O)c2ccccc2)c1
→ i	15.3	i	i	i	i	i	i	i	i	i
59: O=C(NCCN1CCOCC1)c1cc(Cl)ccc1[N+](=O)[O-]
→ i	0.5	i	i	i	i	i	i	i	i	/
60: COC(=O)/C(=C/c1c[nH]c2ccccc12)[N+](=O)[O-]
→ i	1.1	i	i	i	i	i	i	34.5*	i	i

# (listing goes on)
# Fields – TRPC6 activator	SKKanGAS inh	TRPC4 potent	TMEM16A inh	TRPC4 inh	MrgX1 antag	TRPC4 act	TRPC6 inh	MrgX1 ag	MrgX1 PAM	ANO1 activ
61: CSc1nc(SCC(=O)O)c2c3c(sc2n1)COC(C)(C)C3
→ i	0.9	i	i	i	i	i	i	i	i	i
62: CCOC(=O)c1nc(NCc2cccc(OC)c2)c2ccccc2n1
→ i	-1.5	i	i	i	i	i	i	i	i	i
63: Cn1nnc(NC(=O)c2cccc(F)c2)n1
→ i	2.0	i	i	i	i	i	i	i	i	i
64: O=S(=O)(/N=C(/Nc1cc(N2CCOCC2)ncn1)c1ccc(F)cc1)c1ccccc1
→ i	-6.9	i	i	i	i	i	i	i	i	i
65: O=C(Nc1cccc(F)c1)c1ccc(CSc2ccccc2)o1
→ i	14.4	i	i	i	i	i	i	i	i	i
66: C=CCn1c(SCC(=O)c2ccc(Cl)cc2)nnc1-c1ccc2c(c1)OCO2
→ i	-2.1	i	i	i	i	i	i	i	i	i
67: O=C(COC(=O)c1cccs1)NCc1ccccc1
→ i	1.8	i	i	i	i	i	i	i	i	i
68: Oc1ccc(/C=N/Nc2ccccc2)cc1
→ i	3.5	i	i	i	i	i	i	i	i	i
